Screening data (PubChem BioAssay)
PPARg SRC1 recr: PPARgamma-driven SRC-1 recruitment agonism. AID 631. PPARgamma-SRC-1 coactivator recruitment biochemical assay. P37231. activation, % at 8 µM. actives 0.41% (n = 200,000); in the data active = activation above about 19%;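 also: 0% = DMSO and 100% = reference agonist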
Target sequence (P37231 whole entry, looked up): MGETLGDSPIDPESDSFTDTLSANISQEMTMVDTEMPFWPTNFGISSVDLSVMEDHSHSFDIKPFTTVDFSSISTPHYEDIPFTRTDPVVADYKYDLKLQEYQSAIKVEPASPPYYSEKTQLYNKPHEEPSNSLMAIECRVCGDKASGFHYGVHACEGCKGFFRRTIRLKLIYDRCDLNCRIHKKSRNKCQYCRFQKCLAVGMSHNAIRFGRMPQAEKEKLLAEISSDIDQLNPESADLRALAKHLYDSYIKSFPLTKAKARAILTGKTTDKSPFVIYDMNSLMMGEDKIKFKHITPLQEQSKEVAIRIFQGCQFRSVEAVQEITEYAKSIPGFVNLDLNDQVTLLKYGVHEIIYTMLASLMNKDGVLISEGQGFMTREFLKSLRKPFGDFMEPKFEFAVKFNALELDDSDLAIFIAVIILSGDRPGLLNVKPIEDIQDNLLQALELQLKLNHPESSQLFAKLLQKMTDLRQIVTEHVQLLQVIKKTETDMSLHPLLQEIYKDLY
S1P3 antagonist: blocks the human S1P3 receptor; Q99500; CHO S1P3 NFAT-BLA reporter, FRET fluorescence, antagonist mode; inhibition, % at 4.98 µM; actives 0.27% (n = 170,000); AID 485;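 active = inhibition above the plate cutoff, the mean inhibition of test wells on that plate plus 3 SD, cut at about 28% in these data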;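 also: cells challenged with S1P at its EC80 of 0.8 µM; blue over green emission ratio from cleaved BLA substrate after 4 h stimulation; 0% = S1P-stimulated wells and 100% = unstimulated DMSO-only wells; some compounds past the cut are filed as inactive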
Redox H2O2 prof: compounds producing H2O2 with reducing agent – biochemical, NIH compound library profiling, artefact control for MLSCN library redox annotation, primary screen; DTT-dependent redox cycling H2O2, phenol red/HRP absorbance; 100% = 100 µM peroxide control, 0% = buffer; actives 0.03% (n = 200,000); activation, % at 10 µM;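 active = activation of at least 50% relative to the plate's high and low controls in the primary single-dose screen; inactive = activation below 50%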;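 also: compound incubated with DTT at 0.8 mM final as the reducing agent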
PPARg SRC3 recr: agonists of human PPARgamma SRC-3 coactivator recruitment; actives 0.26% (n = 200,000); AID 731; activation, % at 8 µM; biochemical PPARgamma/SRC-3 coactivator recruitment assay; in the data active = activation above about 23%;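 also: 0% = DMSO and 100% = reference agonist; some compounds past the cut are filed as inactive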
L major viab: reduces viability of Leishmania major promastigotes; resazurin fluorescence viability; inhibition, % at 10 µM; actives 9% (n = 200,000); AID 1063; in the data active = inhibition above about 50%;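 also: promastigotes grown with compound for 44 hours at 28 °C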
TLR4 MyD88 comp: blocks binding of human TLR4 to MyD88; O00206+Q99836; HeLa CL3-4 TLR4/MyD88 BLA complementation, FRET ratio; inhibition, % at 8.4 µM; actives 0.18% (n = 200,000); in the data active = inhibition above about 25%;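 also: 0% = vehicle and 100% = reference inhibitor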
bIAP inh: blocks bovine intestinal alkaline phosphatase activity. purified bovine IAP, CDP-star luminescence, 30 min. inhibition, % at 20 µM. 190,000 tested, under 10 active. AID 1019;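 active = over 50% inhibition of intestinal alkaline phosphatase at 20 µM in the single-dose screen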
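System: purified bovine intestinal alkaline phosphatase (IAP) enzyme; Input: IAP diluted 1/65,000,000 in the well; Measured by: CDP-star luminescence signal; Compound dosing: 20 µM single dose; Incubation: 30 min reaction at room temperature.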
ROMK primary: human ROMK K+ channel modulation, primary screen; P48048; Tet-inducible ROMK, thallium flux fluorescence; actives lie on both sides; B-score at 10 µM; actives 2% (n = 130,000);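 active = signal ratio slope over the read window, or its plate-corrected B-score, at least 3 SD from the plate mean, either direction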;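 also: B-score of the F/F0 ratio slope over 7 to 12 s after thallium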
Target sequence (P48048 whole entry, looked up): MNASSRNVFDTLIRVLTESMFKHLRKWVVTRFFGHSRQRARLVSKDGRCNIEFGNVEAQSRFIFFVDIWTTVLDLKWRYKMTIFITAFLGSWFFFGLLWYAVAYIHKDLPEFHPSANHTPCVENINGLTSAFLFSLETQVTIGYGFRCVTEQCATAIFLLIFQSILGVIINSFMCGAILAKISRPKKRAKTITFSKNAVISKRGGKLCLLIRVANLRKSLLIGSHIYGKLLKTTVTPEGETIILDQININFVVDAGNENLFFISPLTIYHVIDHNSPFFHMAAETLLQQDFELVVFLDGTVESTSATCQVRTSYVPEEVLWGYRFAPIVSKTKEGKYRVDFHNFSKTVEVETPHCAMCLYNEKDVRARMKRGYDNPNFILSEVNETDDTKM
bIAP act: intestinal alkaline phosphatase (bovine) activation; actives 0.17% (n = 200,000); purified bovine IAP, CDP-star luminescence, 30 min; stronger effect = higher value; fold of DMSO-control signal, blank-subtracted; activation factor at 20 µM; AID 1016;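 active = activation factor of 2 or more at 20 µM, a signal rise over negative controls twice the positive control's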
TR-FRET SRC-2 ct: counter-screen for PPARgamma SRC-2 recruitment agonists: TR-FRET artefact. stronger effect = higher value. TR-FRET ratio at 8 µM. actives 0.4% (n = 200,000); in the data active = TR-FRET ratio above about 2000; also: inactives centre near 1500; reference of the scale not given here
PPARg SRC-2 ag: agonists of SRC-2 recruitment by human PPARgamma | P37231 | PPARgamma LBD-SRC-2 recruitment, biochemical | activation, % at 8 µM | actives 0.34% (n = 200,000); in the data active = activation above about 22%;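 also: 0% = vehicle and 100% = reference agonist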
Numbers without * were called inactive; · = no result given.

SMILES	PPARg SRC1 recr	S1P3 antagonist	Redox H2O2 prof	PPARg SRC3 recr	L major viab	TLR4 MyD88 comp	bIAP inh	ROMK primary	bIAP act	TR-FRET SRC-2 ct	PPARg SRC-2 ag
Cn1nccc1C(=O)N1CCN(c2ncccn2)CC1	-1	12	0.1	2	1	-26	6	0.11	0.9	1633	1
Cc1cc(C)n2nc(CC#N)c(C#N)c2n1	5	-5	0.3	1	-7	-10	-25	-0.6	1.3	1575	-6
COc1cccc(CSc2nc3sc(C)c(C)c3c(=O)n2Cc2ccco2)c1	1	·	0.9	0	3	-6	-2	-0.1	1	1491	1
O=C(Oc1cccc2ccccc12)c1cc(Cl)nc2ccccc12	14	-3	0.0	3	1	0	-12	·	1.1	1582	-4
O=Nc1c(O)n(Cc2cccc(Cl)c2)c2ccccc12	-2	·	1.7	2	-3	4	2	·	1	1452	2
Cc1ccccc1C(=O)Nc1ccc(C(=O)NNC(=O)CCCOc2ccc(Cl)cc2Cl)cc1	0	·	-4.7	0	-5	5	-10	1.5	1.1	1454	7
CC(C)C(O)(C#CCN1CCCCC1)C(C)C	-1	-12	0.6	-3	1	-7	-4	·	1	1500	1
CCC(=O)N1CCc2cc(S(=O)(=O)CCC(=O)Nc3ccc(CC)cc3)ccc21	1	-5	1.4	-11	6	6	9	·	0.9	1351	-10
Cc1oc(C(=O)O)cc1COc1cccc2cccnc12	3	-8	1.7	14	-4	-9	6	·	0.9	1734	6
Cc1nc(N2CCOCC2)nc(N2CCN(c3ccccc3)CC2)c1[N+](=O)[O-]	3	·	-4.6	3	-6	2	2	·	1	1518	0
Cc1ccc(-n2c(SCC(=O)Nc3cccc(C)c3)nc3c(oc4ccccc43)c2=O)cc1	2	-19	0.3	6	1	1	3	·	1	1697	3
O=S1(=O)CCC(NS(=O)(=O)/C=C/c2ccccc2)C1 (stereo not drawn)	-5	9	4.5	8	-5	-1	9	0.022	0.9	1439	-1
CN(C)/C=N/C(=S)Nc1ccc(Cl)c(Cl)c1	-1	-7	-0.6	2	-4	10	12	-0.03	0.9	1691	10
Cc1ccc2oc(=O)c3cnn(CC(=O)NCCN(C)C)c3c2c1	2	1	-0.4	2	-2	15	7	·	0.9	1694	2
O=C(COc1cccc2c1CCN(Cc1ccc(Br)cc1)C2=O)NCc1ccco1	2	-6	0.6	-1	-3	2	6	·	0.9	1412	6
Cc1ccc(S(=O)(=O)N2CCOCC2)cc1C(=O)NC(=S)N(Cc1ccccc1)C(C)C	4	-20	-0.6	5	3	-2	22	0.79	0.8	1487	-1
Cc1c(Cl)cccc1N1CC(C)(C)C1=O	-3	-11	0.2	1	2	-4	-7	·	1.1	1488	0
Cn1nc(CC(=O)NCCN2C(=O)CSC2=O)c2ccccc2c1=O	5	-28	-3.5	-3	-2	-14	1	·	1	1630	15
O=C(N/N=C/c1cccc([N+](=O)[O-])c1)c1ccccc1-n1cccc1	10	-8	-0.8	0	20	-18	2	1.1	1	1530	5
CCN(CC)S(=O)(=O)c1ccc2oc(C(=O)NC(C)C)c(C)c2c1	2	·	-0.1	8	4	0	4	1.1	1	1395	2
COc1ccc(S(=O)(=O)N2CCCCCC2)cc1NC(=O)Cc1cc(OC)c(OC)c(OC)c1	-6	5	-0.3	4	100*	8	-1	-0.79	1	1384	3
Cc1cccc2cc(CN(Cc3cccs3)C(=S)NCC3CCCO3)c(=O)[nH]c12 (stereo not drawn)	0	13	0.2	2	42	-11	-2	·	1	1789	4
CSc1ncccc1-c1nc2ccccc2[nH]1	10	·	-0.1	9	-1	-1	5	0.36	0.9	1737	18
Nc1ncnc(Nc2ccccn2)c1[N+](=O)[O-]	-5	5	-0.5	1	-1	4	5	-0.29	0.9	1507	-1
COC(=O)C1=NN(c2cccc(C)c2)C2C(=O)N(c3ccccc3OC)C(=O)C12 (stereo not drawn)	12	-5	0.0	-1	-4	2	5	·	1	1653	11

Remaining list, next part:
SMILES	PPARg SRC1 recr	S1P3 antagonist	Redox H2O2 prof	PPARg SRC3 recr	L major viab	TLR4 MyD88 comp	bIAP inh	ROMK primary	bIAP act	TR-FRET SRC-2 ct	PPARg SRC-2 ag
CCN(CC)S(=O)(=O)N1CCC(C(=O)NCCC2=CCCCC2)CC1	10	10	-0.6	6	-2	-18	-2	-0.4	1	1655	4
COc1ccc(CN2CCN(C(=O)c3cccnc3)CC2)cc1Br	4	11	-0.2	-3	-5	-5	2	·	1	1756	-1
O=C(Oc1cccnc1)c1cc(S(=O)(=O)N2CCCCC2)ccc1Cl	4	·	0.3	10	-6	9	15	-0.89	0.9	1603	9
Cc1ccc(C(C(=O)NC2CCCCC2)N(CCC(C)C)C(=O)CNC(=O)c2ccco2)o1 (stereo not drawn)	0	-12	3.3	-2	3	-2	8	·	0.9	1453	0
Cc1cc(NC(=O)CN2CCCC(C)C2)no1 (stereo not drawn)	-3	-26	-0.2	-3	5	-10	-2	·	1	1518	-8
COc1cccc(CC2(CO)CCCN(C/C=C/c3ccccc3OC)C2)c1 (stereo not drawn)	5	-9	-0.6	-6	41	1	1	-1.1	1	1540	-5
Cc1ccc(-c2cc(C(=O)N/N=C/c3c(C)nn(-c4ccccc4)c3C)[nH]n2)cc1	1	·	2.6	-6	71*	16	-25	·	1.3	1434	-3
O=[N+]([O-])c1cccc(NC(=S)N2CCc3ccccc3C2)c1	-2	4	-0.2	2	7	-1	-2	0.36	1	1529	3
Cc1nc(/N=C\N(C)C)sc1C(=O)Nc1ccccc1	-4	-19	3.1	-2	-1	-4	-11	·	1.1	1382	3
CC(C)c1ccc2c(c1)C(c1ccc(N3CCOCC3)cc1)=NNC(c1cccs1)=N2	12	·	2.4	11	83*	-13	3	-0.074	1	1360	5
O=Cc1ccc(-c2nc3ccccc3s2)o1	1	-2	0.3	-3	-3	15	2	0.56	1	1469	-5
O=C(Nc1ccc(F)c([N+](=O)[O-])c1)C1CC(=O)N(Cc2ccccc2)C1 (stereo not drawn)	1	-12	-0.8	5	8	-4	-11	-0.042	1.1	1606	7
COc1ccccc1N1CCN(C(=O)c2cc(-c3ccco3)on2)CC1	0	16	-0.2	-1	-7	1	2	·	1	1221	4
Cc1cc(C(=O)CN2C(=O)C(=O)N(Cc3ccccc3)C2=O)c(C)n1-c1ccc2c(c1)OCCO2	-2	-4	0.0	-2	-5	-2	-14	-0.47	1.1	1419	3
Cc1nnc(N2CCOCC2)c2nn(-c3ccccc3)c(C)c12	1	2	-0.6	4	3	2	5	-1.8	1	1546	7
Cc1ccccc1-c1nc(CN2CCCC2c2ccc(F)cc2)c(C)o1 (stereo not drawn)	9	-2	-1.1	6	27	-12	0	0.21	1	1802	3
O=C(Nc1ccc2c(c1)OCCO2)NC12CC3CC(CC(C3)C1)C2	4	11	2.0	14	12	-6	-2	·	1	1699	6
COCCNC(=S)N=Nc1c(O)[nH]c2c(C)cc(C)cc12	0	-4	-1.9	2	6	7	16	0.33	0.8	1757	1
CCN1C(=O)/C(=C/N2CC(C)CC(C)C2)SC1=S (stereo not drawn)	9	-24	1.6	-3	0	0	-2	-0.1	1	1496	-2
COCC(=O)n1nc(-c2ccc(Cl)cc2)nc1NCc1ccc(F)cc1	2	·	-0.2	10	0	-15	1	·	1	1489	5
CN(C)CCCN(Cc1ccccc1)C(=S)Nc1ccc(F)c(Cl)c1	2	21	-0.1	-2	31	-18	5	-2.3	1	1548	-6
COc1ccc(S(=O)(=O)N2CCOCC2)cc1C(=O)Nc1ccon1	-4	-16	1.7	10	2	6	9	·	0.9	1507	-8
Cc1ccc(NCc2nnc(SCC(N)=O)n2CCc2ccccc2)cc1	-3	-10	2.7	7	1	-8	12	·	0.9	1564	0
CCOC(=O)N1CCC(c2nc(C)sc2C(=O)O)CC1	-6	-4	0.1	6	-2	-3	1	·	1	1250	-4
Cc1cc(C(=O)N/N=C/c2cccnc2)cs1	0	4	-0.4	3	-7	6	4	-0.042	1	1773	18

(further entries)
SMILES	PPARg SRC1 recr	S1P3 antagonist	Redox H2O2 prof	PPARg SRC3 recr	L major viab	TLR4 MyD88 comp	bIAP inh	ROMK primary	bIAP act	TR-FRET SRC-2 ct	PPARg SRC-2 ag
Cc1cccc(-n2c(=S)[nH]c3c(oc4ccccc43)c2=O)c1	6	1	0.1	8	58*	-1	-5	2.4	1.1	1823	16
Cc1c(-c2ccccc2)[n+](=O)c2c(n1[O-])CCCCC2	-1	-8	-0.1	1	-2	-6	-10	0.081	1.1	1508	-2
O=C(C1CCCN(Cc2cccc(F)c2)C1)N1CCCCC1 (stereo not drawn)	-6	·	0.2	-4	7	-4	-1	0.59	1	1378	1
Cc1cccc(OC(=O)c2sc3ncn(C)c(=O)c3c2C)c1	-3	-5	0.7	1	22	-6	11	·	0.9	1440	-6
CNC(=S)NNC(=O)c1sccc1OCc1ccc(Cl)cc1Cl	-2	·	-7.5	3	-11	5	0	0.47	1	1618	1
Cc1ccccc1-c1nc(CS(=O)(=O)CC(=O)NCCCN2CCCC2=O)c(C)o1	1	-2	-0.1	3	-3	9	0	·	1	1718	1
Cc1cc2n(n1)C(c1cn(-c3ccccc3)nc1C)Nc1ccccc1-2 (stereo not drawn)	1	-18	1.4	-6	-3	-17	0	·	1	1663	8
COC(=O)CSc1nc(N)nc(C)c1Br	4	·	-0.6	17	-1	5	2	-0.84	1	1583	8
COc1cccc(-c2ccc(=O)n(CC(=O)Nc3ccc(S(=O)(=O)NCC(C)C)cc3)n2)c1	1	-7	-0.4	2	-6	-1	4	0.57	1	1351	5
O=C(Nc1ccccc1-c1nnn(CC(=O)N2CCc3ccccc3C2)n1)C1CCC1	3	·	-0.2	13	-3	-8	14	-0.085	0.9	1703	4
NC(=O)CNC(=O)[C@@H]1CC2(CC(c3ccc(Cl)cc3)=NO2)CN1C(=O)c1ccc(Br)cc1 (stereo partly drawn)	0	·	-4.0	7	-4	-8	-2	0.073	1	1554	2
Cc1ccc(CNC(=O)Cn2c(=O)c3sccc3n(Cc3ccc([N+](=O)[O-])cc3)c2=O)cc1	1	1	-0.2	0	-3	-12	7	-0.023	0.9	1488	7
CCCCOc1cccc(C2(C(=O)O)CCCC2)c1	5	-28	-0.3	-11	-3	-10	10	-0.35	0.9	1530	-4
Cn1c(C(=O)NCCN2CCc3ccccc3C2)cc2c(=O)n(C)c3ccccc3c21	-8	-16	-0.7	-2	22	-7	-27	·	1.3	1666	2

An excerpt of these results, bar-delimited.
Compound | PPARg SRC1 recr | S1P3 antagonist | Redox H2O2 prof | PPARg SRC3 recr | L major viab | TLR4 MyD88 comp | bIAP inh | ROMK primary | bIAP act | TR-FRET SRC-2 ct | PPARg SRC-2 ag
Cc1ccc(-c2cc(C(=O)N/N=C/c3c(C)nn(-c4ccccc4)c3C)[nH]n2)cc1 | 1 | · | 2.6 | -6 | 71* | 16 | -25 | · | 1.3 | 1434 | -3
O=[N+]([O-])c1cccc(NC(=S)N2CCc3ccccc3C2)c1 | -2 | 4 | -0.2 | 2 | 7 | -1 | -2 | 0.36 | 1 | 1529 | 3
Cc1nc(/N=C\N(C)C)sc1C(=O)Nc1ccccc1 | -4 | -19 | 3.1 | -2 | -1 | -4 | -11 | · | 1.1 | 1382 | 3
CC(C)c1ccc2c(c1)C(c1ccc(N3CCOCC3)cc1)=NNC(c1cccs1)=N2 | 12 | · | 2.4 | 11 | 83* | -13 | 3 | -0.074 | 1 | 1360 | 5
O=Cc1ccc(-c2nc3ccccc3s2)o1 | 1 | -2 | 0.3 | -3 | -3 | 15 | 2 | 0.56 | 1 | 1469 | -5

Not a hit list (roughly 11% active in at least one column).
